CCR6 antagonist: blocks CCL20-driven beta-arrestin recruitment at human CCR6; 0.49% of 340,000 active; P51684; inhibition, % at 20 µM; CHO-K1 CCR6 PathHunter beta-arrestin, luminescence, CCL20-stimulated; AID 493098;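 active = compounds whose inhibition of the agonist-driven luminescence signal at 20 µM reaches about 50%, limit read from the data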;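 note: cells stimulated with CCL20 at 14 nM final; plate controls were DMSO with CCL20 for no effect and DMSO without agonist for full effect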
Target sequence (P51684 whole entry, looked up): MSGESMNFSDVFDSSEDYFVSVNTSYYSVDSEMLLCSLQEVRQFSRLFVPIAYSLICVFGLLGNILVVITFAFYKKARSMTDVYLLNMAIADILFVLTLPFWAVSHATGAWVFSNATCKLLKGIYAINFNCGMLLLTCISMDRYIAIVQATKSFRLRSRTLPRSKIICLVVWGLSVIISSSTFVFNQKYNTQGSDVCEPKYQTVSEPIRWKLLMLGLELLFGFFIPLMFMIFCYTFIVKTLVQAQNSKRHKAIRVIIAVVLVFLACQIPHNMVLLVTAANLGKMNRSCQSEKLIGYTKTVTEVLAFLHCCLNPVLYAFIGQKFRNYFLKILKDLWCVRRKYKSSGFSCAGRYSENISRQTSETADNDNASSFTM
EBI2 antag: EBI2 (human) antagonism | P32249 | EBI2 beta-arrestin recruitment, luminescence, 7a,25-OHC stimulated | inhibition, % at 5 µM | 0.81% of 360,000 active | AID 651636; in the data active = inhibition above about 38%;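 note: enzyme fragment complementation signal reports receptor beta-arrestin coupling in cells; 0% = agonist plus DMSO wells and 100% = wells without agonist; some results beyond the cut were filed as inactive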
Target sequence (P32249 whole entry, looked up, the tested form may be a part): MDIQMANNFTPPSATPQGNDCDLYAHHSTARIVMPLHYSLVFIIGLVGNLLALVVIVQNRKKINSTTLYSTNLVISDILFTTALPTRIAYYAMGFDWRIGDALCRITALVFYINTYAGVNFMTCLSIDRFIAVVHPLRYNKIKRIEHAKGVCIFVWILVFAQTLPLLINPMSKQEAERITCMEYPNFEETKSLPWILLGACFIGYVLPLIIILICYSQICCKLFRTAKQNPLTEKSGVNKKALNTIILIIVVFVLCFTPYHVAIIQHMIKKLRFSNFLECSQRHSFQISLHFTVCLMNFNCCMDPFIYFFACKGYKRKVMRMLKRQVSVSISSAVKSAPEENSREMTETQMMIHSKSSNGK
SENP8 block: inhibitors of human SENP8 protease; Q96LD8; purified SENP8, Z-RLRGG-aminoluciferin cleavage, luminescence; inhibition, % at 10 µM; 1.2% of 330,000 active
Target sequence (Q96LD8 whole entry, looked up): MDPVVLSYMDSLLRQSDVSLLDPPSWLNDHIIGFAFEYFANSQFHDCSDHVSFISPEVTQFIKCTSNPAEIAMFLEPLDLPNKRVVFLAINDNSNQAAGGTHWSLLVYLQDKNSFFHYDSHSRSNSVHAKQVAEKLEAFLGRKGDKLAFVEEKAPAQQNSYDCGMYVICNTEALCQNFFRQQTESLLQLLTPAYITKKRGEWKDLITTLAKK
UBC13 inh: inhibitors of human UBC13 polyubiquitin chain formation; TR-FRET; inhibition, % at 20 µM; 0.47% of 330,000 active; in the data active = inhibition above about 45%, passing the limit was not always enough
Jurkat NFkB inh: lowers PMA/ionomycin-induced NF-kB signal in Jurkat cells. PMA/ionomycin-induced NF-kB luciferase reporter, luminescence. inhibition, % at 4 µM. 0.53% of 330,000 active. AID 435003
Apaf1 inhib: inhibitors of human Apaf-1 apoptosome. reconstituted apoptosome caspase-3 activity, DEVD-Rh110 fluorescence. 0.71% of 330,000 active. O14727. inhibition, % at 20 µM; active = inhibition of at least 40% at 20 µM;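 note: plate controls were DMSO wells for no effect and DEVD-CHO caspase inhibitor wells for full effect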
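Material: biochemical Apaf-1 apoptosome reconstitution. Medium: Hepes buffer, pH 7.5. Also added: cytochrome c activation, bis-DEVD rhodamine 110 substrate. Timing: 30 min compound preincubation, 50 min activation, room temperature. Measured by: rhodamine 110 fluorescence at Ex 480/Em 540 nm.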
697 NFkB inh: lowers PMA/ionomycin-induced NF-kB signal in 697 B cells; inhibition, % at 4 µM; 697 B-cell NF-kB luciferase reporter, 16 h; AID 435022; 0.33% of 330,000 active; in the data active = inhibition above about 35%
Gli-Sufu block: antagonists of Gli-Sufu signaling | Sufu-KO-LIGHT fibroblasts, Gli luciferase reporter luminescence | inhibition, % at 5 µM | 0.74% of 340,000 active;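 active = inhibition above about 55%, limit read from the data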;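 note: 0% = DMSO-treated cells and 100% = wells with medium but no cells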
The depositor's hits bear a star; / = no result given. Cut-off read from the data, not from the text of the source, unless noted: active = inhibition above about 50%; inactive = the rest.

SMILES	CCR6 antagonist	EBI2 antag	SENP8 block	UBC13 inh	Jurkat NFkB inh	Apaf1 inhib	697 NFkB inh	Gli-Sufu block
CCOc1ccc(NC(=O)N2CCC(NC(=O)C(Cc3ccc(OC)c(OC)c3)NC(C)=O)CC2)cc1 (stereo not drawn)	4	-1	-3	-3	3	5	-4	-7
CN(C1CC(C)(C)NC(C)(C)C1)S(=O)(=O)CC12CCC(CC1=O)C2(C)C (stereo not drawn)	8	-11	-2	0	-4	2	-2	2
Cc1ccc(N2C(=O)CSCC2=O)cc1	-11	3	-2	12	10	2	14	40
Cc1c(-c2ccc(OCc3ccccc3)cc2)nc2ccccc2c1C(=O)O	9	-4	6	5	5	1	-9	4
CCOC(=O)c1csc(-c2ccc(OC)c(OC)c2)n1	19	-2	-7	-20	-12	-3	-24	3
COc1cccc(NC(=S)N(CCCN2CCCC2)Cc2ccco2)c1	5	-5	-4	-6	-1	1	-16	4
CCOC(=O)N1CCN(C(=O)CSc2ccc(-c3ccncc3)nn2)CC1	3	-6	-4	16	16	-31	0	-2
COCC(=O)NCCc1nc(-c2ccccc2)cs1	-18	-5	3	4	-1	-13	24	5
CN(C)CCOC1c2ccccc2C=Cc2ccccc21	4	/	7	-2	-18	-2	-15	10
CC(=O)Nc1nc(-c2ccc3c(c2)CCO3)cs1	11	19	-2	3	-52	6	-52	22
CCOc1ccc(/C=N/NC(=O)c2c(-c3ccccc3)noc2C)cc1	-8	5	-15	-2	-1	1	-14	2
CCOC(=O)c1ccc(N2CCOCC2)c(NC(=O)COCC(=O)O)c1	-5	6	-2	4	4	-21	5	6
CCCCCC(C(=O)O)C(C)CC(=O)NC1CCCCC1 (stereo not drawn)	-2	-4	2	-2	-18	-5	-4	1
COC(=O)c1[nH]c2c(c1C)C(=O)CC(c1ccc(OC)cc1)C2 (stereo not drawn)	11	2	-1	7	9	4	-3	10
CCN(CC1COc2ccccc2O1)C(=S)NC1CC2CCC1C2 (stereo not drawn)	10	4	-8	-4	-7	10	-17	0
CCOC(=O)c1c(N2C(=O)Nc3ccccc3N2O)sc2c1CCCCC2	4	-8	7	4	17	-1	1	-2
CC(OC(=O)c1ccccc1NS(=O)(=O)c1cccc(N)c1)C(=O)N(C)Cc1ccccc1 (stereo not drawn)	17	3	1	10	1	2	22	9
COc1ccccc1N(C(=O)c1snc(C(N)=O)c1N)C(C(=O)NCCC(C)C)c1ccco1 (stereo not drawn)	-5	7	4	12	17	-17	20	28
Cc1cc(C)cc(NS(=O)(=O)c2ccc(Oc3ncc(C(F)(F)F)cc3Cl)cc2)c1	-11	26	-7	-9	4	26	-6	28
Cc1cccc(NC(=O)C2CCCN2C(=O)OCc2ccccc2)c1 (stereo not drawn)	0	3	-1	2	3	-5	11	10

Five of the entries above in order of the CCR6 antagonist value, rising:
compound	CCR6 antagonist	EBI2 antag	UBC13 inh	Jurkat NFkB inh	697 NFkB inh
COc1ccccc1N(C(=O)c1snc(C(N)=O)c1N)C(C(=O)NCCC(C)C)c1ccco1 (stereo not drawn)	-5	7	12	17	20
CCCCCC(C(=O)O)C(C)CC(=O)NC1CCCCC1 (stereo not drawn)	-2	-4	-2	-18	-4
Cc1cccc(NC(=O)C2CCCN2C(=O)OCc2ccccc2)c1 (stereo not drawn)	0	3	2	3	11
CN(C)CCOC1c2ccccc2C=Cc2ccccc21	4	/	-2	-18	-15
CCN(CC1COc2ccccc2O1)C(=S)NC1CC2CCC1C2 (stereo not drawn)	10	4	-4	-7	-17

Next part.
SMILES	CCR6 antagonist	EBI2 antag	SENP8 block	UBC13 inh	Jurkat NFkB inh	Apaf1 inhib	697 NFkB inh	Gli-Sufu block
COc1cc(/C=C2\SC(=N)N(c3ccc4c(c3)OCO4)C2=O)cc(OC)c1O	10	8	6	-18	-12	6	-8	-1
COc1ccc(-c2c[n+]3c(n2-c2ccccc2)SCC3)cc1OC	3	-2	-2	1	14	-9	8	-3
O=C(NCc1ccc2c(c1)OCO2)C1CC(=O)N(CCc2ccc(Cl)cc2)C1 (stereo not drawn)	-2	31	0	2	4	-6	-7	1
COc1ccc(CC(=O)N2CCN(c3ccc(C4=NNC(=O)CC4C)cc3)CC2)cc1 (stereo not drawn)	7	7	-2	3	0	6	2	4
Cc1nc(NS(=O)(=O)c2ccccc2C)c2c3c(sc2n1)CCC3	0	/	4	-6	-2	7	13	-5
CCc1ccc(OCc2nnc(NC(=O)c3cccs3)s2)cc1	1	-8	0	0	-7	2	-34	4
O=C(COC(=O)C1CC2C=CC1C2)Nc1ccccc1F (stereo not drawn)	1	1	-11	9	-12	1	16	-7
O=C(Nc1ccccc1)c1nc[nH]c1C(=O)NCCCCNC(=O)c1[nH]cnc1C(=O)Nc1ccccc1	-5	-37	-5	-2	1	12	10	8
CCCCn1c(N)c(N(CCOC)C(=O)COC(=O)CCOc2ccccc2C)c(=O)[nH]c1=O	14	-8	-2	0	-7	-1	-1	-7
COc1ccc(OC)c(C(c2nnnn2CC2CCCO2)N2CCN(C)CC2)c1 (stereo not drawn)	-6	-12	-10	-4	6	-7	8	4
COc1ccc(CNC(=O)COC(=O)c2cc3ccccc3o2)cc1	3	-5	-4	-7	11	4	-3	2
Cc1cccc(NS(=O)(=O)c2ccc(C)c(C(N)=O)c2)c1	-9	-9	0	2	8	0	-11	26
CN(C(=O)CC(NC(=O)c1ccccc1Cl)c1ccccc1)c1ccccc1 (stereo not drawn)	10	8	-11	-4	-7	0	-8	5
Cc1ccc(CN2CCN(Cc3cnc(N(C)C)s3)CC2CCO)o1 (stereo not drawn)	8	-2	-8	-12	-4	-11	9	8
CCCOc1ccc(-c2nc(N3CCN(C)CC3)c3ccccc3n2)cc1	11	23	5	13	-67	24	-107	-57
Cc1nn(CC2CC2)c(=O)n1-c1ccc(F)cc1	-2	-5	-6	-17	-17	-10	-3	5
COc1cccc(N(CC(=O)Nc2cccnc2)S(C)(=O)=O)c1	3	12	-12	8	2	-1	-5	21
Cc1cccc(C(=O)NNC(=O)CN2C(=O)c3ccccc3C2=O)c1	5	-18	-7	-6	14	-11	7	6
COc1ccc(NC(=O)N2CCCCCC2)cc1	4	-7	-4	4	-18	1	-20	27
CCN(CC)C(=O)c1nc[nH]c1C(=O)N1CCC(C)CC1	3	-2	1	2	-2	-6	-2	-11
COc1ccc(N(CC(=O)NCc2cccc(OC)c2)S(=O)(=O)c2c(C)noc2C)cc1	8	-5	-9	13	8	-3	23	-17
O=C(O)c1cccc(S(=O)(=O)N(Cc2ccccc2)c2ccc(Cl)cc2)c1	-4	-4	-9	-4	-4	9	3	3
NC(=O)C1CCN(C(=O)CN2C(=O)c3ccccc3S2(=O)=O)CC1	15	-9	-1	10	7	-15	16	-3
COC(=O)c1c(O)cc(=O)n2c1CCCCC2	-6	-8	0	-4	1	5	11	-4
CSc1ccc(/C=C/C(=O)OCC(=O)N(C)CCC#N)cc1	2	-1	-11	-2	-4	6	-1	-3
c1ccc(N2CCOCCOCCOCCOCCOCC2)cc1	-10	-11	2	-1	14	-11	24	0
Cn1cnc(C(=O)N2CCN(c3ccccc3)CC2)c1C(=O)N1CCN(c2ccccc2)CC1	-3	3	2	5	2	5	8	-8
Cc1nnc(NC(=O)c2sc3ccccc3c2Cl)s1	-4	5	1	-11	-65	14	-156	-56
CSc1ncccc1C(=O)N1CCN(S(=O)(=O)c2ccc3ccccc3c2)CC1	6	7	-10	-2	-1	7	11	0
Cc1cccc(-n2c(-c3ccncc3)n[nH]c2=S)c1C	1	-1	0	16	2	0	16	-2

Record cards, from the list above. Values in the order: CCR6 antagonist, EBI2 antag, SENP8 block, UBC13 inh, Jurkat NFkB inh, Apaf1 inhib, 697 NFkB inh, Gli-Sufu block
COc1ccc(N(CC(=O)NCc2cccc(OC)c2)S(=O)(=O)c2c(C)noc2C)cc1 as listed: 8, -5, -9, 13, 8, -3, 23, -17
COc1cccc(N(CC(=O)Nc2cccnc2)S(C)(=O)=O)c1 as listed: 3, 12, -12, 8, 2, -1, -5, 21

(continued)
SMILES	CCR6 antagonist	EBI2 antag	SENP8 block	UBC13 inh	Jurkat NFkB inh	Apaf1 inhib	697 NFkB inh	Gli-Sufu block
COc1ccc(-c2nc(CS(=O)CC(=O)NCc3ccc(F)cc3)c(C)o2)cc1 (stereo not drawn)	10	-1	-2	0	9	1	-18	-1
Cc1ccc(OCCC(=O)OCC(=O)N2CCN(S(=O)(=O)c3ccc(C)cc3C)CC2)cc1	15	-4	-7	-5	-13	10	11	-2
CSCCC(NC(=O)c1ccccc1)C(=O)N1CCN(C(c2ccccc2)c2ccccc2)CC1 (stereo not drawn)	13	18	-3	-8	9	12	-22	12
OC(C#Cc1ccccn1)c1cccs1 (stereo not drawn)	20	-16	-11	-3	-6	2	-35	-8
COc1ccc(N2CCN(CCNC(=O)CCC(=O)NNc3nc4ccccc4c4nc(C)nn34)CC2)cc1	4	-11	-6	4	8	-4	6	-1
CCOc1cc(C)c(C(C)C)cc1S(=O)(=O)n1cnc(C)c1	10	17	4	3	16	12	-3	9
COc1ccc(C(=O)c2ccc(Br)cc2)c2ccccc12	16	12	-8	-3	11	7	-8	-13
C=CCOc1ccc(CN(C)CC(=O)N(CC(C)C)c2c(N)n(CC(C)C)c(=O)[nH]c2=O)cc1	-12	-6	-4	5	-6	-10	9	-5
FC(F)Sc1ccc(N=C2NN=C(c3ccc4c(c3)OCCO4)CS2)cc1	-21	19	-9	-20	-12	12	-20	-8
Cc1ccc(S(=O)(=O)NCc2nc(-c3ccccc3)no2)cc1	9	7	-6	1	3	10	-13	4
O=c1oc2c(CN3CCOCC3)c(O)ccc2c2ccccc12	0	-6	-3	35	-42	12	14	20
N#Cc1ccc[n+](CC(=O)c2ccc(NC(=O)c3ccccc3)cc2)c1	7	5	-6	-5	-8	-24	24	-2
Cc1ccc2c(c1)N(C(=O)CCC(=O)N1CCN(c3cccc(C)c3C)CC1)CCO2	10	12	2	4	13	24	-20	-3
Cn1cnnc1SC/C(O)=C(\C#N)c1nc2ccccc2[nH]1	15	3	4	-1	3	-4	7	-8
COc1cc(C(=O)OC2CSCC2NC(=O)c2ccccc2)cc(OC)c1OC (stereo not drawn)	9	-2	0	10	1	-7	5	13
Cc1cc(C)nc(NS(=O)(=O)c2ccc(NC(=O)Cc3ccccc3)cc2)n1	-2	-3	5	-2	10	9	-2	5
Oc1ccc(N=Nc2c(O)ccc3ccccc23)cc1	54*	23	64*	-115	-3	18	-30	46
COc1ccc(C2=NS(=O)(=O)N(C)C(C(=O)NC(C)c3ccccc3)=C2)cc1 (stereo not drawn)	1	38	1	-2	3	2	5	-4
CSc1ccc(C(=O)C2CCCN(C(=O)CCn3cncn3)C2)cc1 (stereo not drawn)	-1	0	8	4	-4	3	18	2
CCOc1ccc(NC(=O)CSc2nnnn2C2CC2)cc1S(=O)(=O)N1CCCC1	6	-5	-7	4	-13	17	-5	0
CCC(c1nnnn1CCOC)N1CCN(Cc2ccccc2)CC1 (stereo not drawn)	-10	0	3	0	4	-18	9	0
Nc1nc(-c2cccnc2)nn1C(=O)c1ccco1	/	/	0	0	1	-21	25	/
O=C(O)c1cccc(CN2C(=O)CSC2=O)c1	3	0	-10	0	-6	-52	32	-2
Cc1cc(C)nc(SCC(=O)Nc2ccnc3ccccc23)n1	6	-2	-8	7	64*	-26	23	64*
CC(NS(=O)(=O)c1ccc(Br)cc1)C(=O)Nc1nc2ccccc2[nH]1 (stereo not drawn)	2	8	-21	-11	14	5	21	-21
CCC(C)c1ccc(C(CC)NC(=O)C2CCCO2)cc1 (stereo not drawn)	17	10	-3	-8	-4	4	-26	14
CN(C(=O)CSc1nc2c(c(=O)[nH]1)CCC2)c1ccccc1	-2	-5	0	2	6	-2	4	-7
CCC(=O)N1c2ccccc2-c2nnc(SC)nc2OC1c1ccc(OC)c(OC)c1 (stereo not drawn)	13	2	-2	-3	4	1	0	-25
CCC(CC)NC(=O)Nc1ccccc1C(F)(F)F	10	4	2	-9	5	-29	10	-3
COCCn1c(SCC(=O)c2ccc(Cl)cc2)nnc1C(C)C	31	-1	4	-4	2	3	-19	-3
CC(C)CCOc1ccc(Cl)cc1CN1CCOCC1	10	0	-1	-6	-20	8	-39	3
COC(=O)c1ccc(C(C(=O)NC2CCCCC2)N(Cc2ccc(F)cc2)C(=O)Cc2cccs2)cc1 (stereo not drawn)	21	9	-15	-20	12	27	11	-1

Screening results deposited in PubChem BioAssay by Sanford-Burnham Center for Chemical Genomics.

Some of the compounds tested, so the mix of outcomes need not match the whole.
